Screening results (PubChem)
CCT modulator = modulators of cytosolic chaperonin (CCT/TRiC) activity; actives 0.3% (n = 360,000); AID 651819; activity change, % (no concentration beside the values), hits read low; purified chaperonin ATPase assay, HTRF ADP detection, 30 min; in the data active means activity change below about -30%; further: on the % scale 0 is the no-effect control and ±100 the full control effect
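TRiC at 40 or 20 nM final (batch-dependent) in 30 mM Tris pH 7.4, 100 mM KCl, 5 mM MgCl2, 1 mM DTT, with compound at single 76 uM and 10 uM ATP, 30 min at 37 deg C. ADP detected by HTRF Transcreener, 665/615 ratio.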
Nrf2 inh = blocks Nrf2 signaling; A549 ARE-Fluc reporter, luciferase luminescence, 18-24 h; Potency, µM (top dose mostly 46 µM), for inactives: at the highest dose activity change, negative = inhibition, hits mostly inhibitors; actives 2.1% (n = 360,000); further: potency means the concentration at half of the fitted maximal effect; on the % scale 0 is the no-effect control and ±100 the full control effect; nearly all actives have a fitted effect of over 60% in size
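A549 ARE_Fluc cells, 5000/well, 5% FBS OPTI-MEM; compounds in dose-response, 18-24 h at 37 °C/5% CO2; CellTiter-Fluor viability read (Ex 405/Em 525), then BugLite luciferase luminescence = Nrf2 activity.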
A549 tox = counter-screen for Nrf2 inhibitors: cytotoxicity in A549 cells; A549 ARE-Fluc cells, CellTiter-Fluor viability, 18-24 h; Potency, µM (series often up to 46 µM), inactives show top-dose activity change, negative = cytotoxicity, usual class: inhibitors; actives 0.16% (n = 390,000); AID 504648; further: potency means the concentration at half of the fitted maximal effect; on the % scale 0 is the no-effect control and ±100 the full control effect
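A549 ARE_Fluc cells in 5% FBS OPTI-MEM were exposed to compounds in concentration-response for 18-24 h at 37 deg C. Viability was read by CellTiter-Fluor fluorescence (Ex 405/Em 525) after 30 min, before the luciferase read.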
MmCpn inh = blocks the Methanococcus maripaludis chaperonin Mm-Cpn; Potency, µM (highest dose often 76.9 µM), without a hit: top-dose activity, negative = inhibition, usual class: inhibitors; actives 0.031% (n = 330,000); purified Mm-Cpn ATPase, ADP Transcreener TR-FRET; further: potency means the concentration at half of the fitted maximal effect; on the % scale 0 is the no-effect control and ±100 the full control effect; nearly all actives have a fitted effect of over 80% in size
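ATPase turnover read by TR-FRET ADP competition (Eu cryptate antibody/ADP-d2, 665/590 nm): 10uM ATP final, 25nM Mm-CPN final, 30 min 37degC after 10-min compound preincubation, pH 7.4 Tris/KCl/MgCl2/DTT buffer.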
Nrf2 activator = activators of Nrf2 (ARE) signaling | AREc32 ARE-luciferase reporter (MCF7-derived line), luminescence, 24 h | actives 0.31% (n = 410,000) | AID 624171 | Potency, µM (titrated, usually from 46.1 µM), for inactives: top-dose activation, usual class: activators; further: potency means the concentration at half of the fitted maximal effect; % of control where 0% means no effect; nearly all actives have a fitted effect of over 65% in size
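ARE-driven firefly luciferase activity in AREc32 cells measured after a 24 hr compound exposure at 37 deg C, using Steady-Glo reagent and a 30 min room-temperature hold.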
Abeta yeast res = A-beta toxicity reversal in yeast. yeast expressing A-beta42, growth rescue, OD600, 48 h; response scale: 0% DMSO, 100% iron-clioquinol control. Potency, µM (top dose mostly 46.1 µM), inactives show at the highest dose growth rescue, hits mostly activators. actives 0.063% (n = 410,000). AID 1347071; further: potency means the concentration at half of the fitted maximal effect; nearly all actives have a fitted effect of over 55% in size
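Yeast A-beta toxicity model in growth medium with pinned compounds, 48 h at 30 C; growth read as absorbance at 600 nm. Normalized to FeCl3/clioquinol equimolar mix (positive) and DMSO (negative).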
Akt phos inh = blocks phosphorylation of Akt; Neuro2A IGF-stimulated pAkt S473 HTRF, 20 min; active compounds read low; activity change, % for hits at 50 µM; actives 0.32% (n = 360,000); in the data active means activity change below about -80%; inconclusive means mostly about -51% to -80%; further: on the % scale 0 is the no-effect control and ±100 the full control effect
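Neuro2A cells in DMEM with 0.5% FBS, overnight at 37 deg C, given compound at single 50 µM final, then IGF (6 nM final) for 20 min at 37 deg C. Lysed; phospho-Akt Ser473 by HTRF after 24 h, 665/615 ratio.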
HepG2 viability = kills HepG2 cells in TGF-b inhibitor counter-screen; actives 0.76% (n = 410,000); AID 588856; Potency, µM (top dose mostly 46.1 µM), for the others: at the top dose activity change, negative = cytotoxicity, usual class: cytotoxic; HepG2 CAGA-GFP viability, ATP luminescence, 18 h; further: potency means the concentration at half of the fitted maximal effect; some results filed as inactive show a strong effect at the top dose
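HepG2 CAGA-GFP cells (1000/well, DMEM with 1% FBS) received compound, then TGF-beta at 500 pg/mL final, and were incubated 18 hours at 37 degrees C. Viability was read by CellTiter-Glo luminescence. Media-only wells were set as complete cell-killing and DMSO as no toxicity.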
TGFb inhibitor = TGF-b pathway inhibition | HepG2 CAGA-GFP TGF-b/SMAD3 reporter, GFP fluorescence, 18 h; TGF-beta stimulated, 500 pg/mL final | Potency, µM (series often up to 46.1 µM), for inactives: at the top dose activity, negative = inhibition, hits mostly inhibitors | actives 1.2% (n = 410,000) | AID 588855; further: potency means the concentration at half of the fitted maximal effect; on the % scale 0 is the no-effect control and ±100 the full control effect; nearly all actives have a fitted effect of over 65% in size
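Smad-responsive CAGA-GFP expression was quantified in HEPG2 cells exposed to compounds and 500 pg/mL final TGF-beta for 18 h at 37 degrees C; unstimulated wells defined full inhibition.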
* marks the source's active call; other numbers are inactive results; i = inactive; ? = inconclusive; . = not tested or not shown; & = joins results of further samples; [ ] = another dose, or the depositor's remark. Unless noted, the call rests on the fitted dose curve; in most records, active means well fitted curve in the direction sought with a large enough effect; inconclusive means small, poorly fitted or top-dose-only effect, or another doubt; inactive means no such curve, though single readings can be large; an effect the other way counts as inactive or inconclusive.

SMILES | CCT modulator | Nrf2 inh | A549 tox | MmCpn inh | Nrf2 activator | Abeta yeast res | Akt phos inh | HepG2 viability | TGFb inhibitor
O=C(CN1C(=O)CSC1=O)N1CCCC(Nc2ccc(F)cc2)C1 (stereo not drawn) | -2.8 | 9% | 1% | -1% | -0.2% | 3% | i | -10% | -27%
O=C(Cc1cccc2ccccc12)Nc1c(F)cccc1F | 1.0 | 5% | 5% | -17% | 0.6% | 0% | i | 9% | 0%
COc1cccc(-c2cc(C(=O)Nc3cc(OC)c(OC)c(OC)c3)on2)c1 | . | -7% | 0% | . | -0.1% | -9% | . | -18% | 1%
CCn1c(C(=O)N2CCCC(C(=O)N3CCN(c4ccccc4)CC3)C2)cc2sccc21 (stereo not drawn) | . | -18% | 3% | . | 2.7% | -14% | . | -25% | 46%[activator]
COc1ccc(/C=N/NC(=O)CSc2n[nH]c(=O)[nH]c2=O)cc1 | -1.4 | 17% | 1% | 0% | -0.3% | 9% | i | 1% | -4%
c1cnc2c(c1)ncc1cscc12 | -2.3 | 10% | 1% | 0% | 0.3% | -8% | i | -14% | -15%
CCc1ccc(-n2c(=O)c3c4c(sc3n(Cc3ccccc3C#N)c2=O)CCC4)cc1 | . | 12% | -3% | . | 0.3% | -15% | . | 1% | 0%
Cn1ncc(Cl)c1C(=O)Nc1cc(C(F)(F)F)ccc1F | -2.9 | 15% | -5% | 0% | 3.1% | 15% | i | 4% | 6%
C/C(NCCc1ccccc1)=C1/CCOC1=O | -1.3 | . | . | . | -0.9% | 9% | i | 29% | 22%
COc1ccc(OCCCn2c(=O)oc3ccc(C)cc32)cc1 | . | 5% | 15% | . | 3.9% | -29% | . | -4% | .
COc1cc(C(=O)n2cnc3ccccc32)c([N+](=O)[O-])cc1OC | -1.0 | -8% | 1% | -1% | -0.8% | 21% | i | 8% | 0%
CCCCOc1ccc(C(=O)NC)cc1 | 1.8 | 3% | -4% | 0% | 3.1% | -10% | i | -3% | 9%
O=C(Cc1ccc(S(=O)(=O)N2CCOCC2)s1)N1CCN(S(=O)(=O)c2ccc(Cl)cc2)CC1 | -2.1 | 8% | -3% | ? | 5.1% | 36% | i | -10% | ?
CC(C)CC(=O)Nc1cccc(-c2nc3ccccc3[nH]2)c1 | -3.0 | 5%&1% | -1%&-6% | -1% | 0.7%&8.1% | 11%&-11% | i | -15%&-50% | -14%&16%
Cc1ccc(NC(=O)C(=O)NN)cc1 | -1.7 | ? | 2% | 1% | -0.1% | -15% | i | -10% | -12%
CCOC(=O)C1CCN(S(=O)(=O)c2ccc3c(c2)CC(C)N3C(=O)C2CCC2)CC1 (stereo not drawn) | -1.3 | ? | -5% | -3% | 2.8% | -12% | . | 1% | -1%
COc1ccc(C(C(=O)NC(C)C)N(C(=O)CCC(=O)Nc2nccs2)c2ccccc2F)cc1 (stereo not drawn) | 0.6 | -10% | 2% | -3% | 0.3% | -2% | i | 29% | 9%
CN1CCN(C2CCCCC2NS(=O)(=O)c2ccccc2)CC1 (stereo not drawn) | -4.4 | 13% | 2% | 5% | -0.3% | 0% | i | -14% | 8%
CCN(C(=O)CSc1nc2ccccc2n1CC(=O)N1CCCC(C)C1)c1ccccc1 (stereo not drawn) | . | . | -19% | . | 2.6% | -16% | . | -17% | -18%
O=C(N=C1SC2CS(=O)(=O)CC2N1Cc1ccccc1)C1CCCCC1 (stereo not drawn) | 0.5 | -6% | 4% | 1% | 0.3% | -2% | i | 16% | 6%
COc1ccc(NC(=O)C/C(C)=N/NC(=O)COc2ccc(OC)cc2)cc1 | 0.9 | 3% | 1% | 0% | -0.7% | -3% | i | -12% | 0%
Cc1nc2nc(CSc3nnc(C)s3)cc(=O)n2[nH]1 | -2.2&0.7 | ? | 1%&-8% | 1% | -0.2%&0.2% | -3%&-2% | i | 4%&-16% | -7%&-6%
O=C(CSc1nc2ccccc2c(=O)n1-c1ccc(F)c(Cl)c1)Nc1cccc(S(=O)(=O)N2CCOCC2)c1 | -1.2 | -26% | -13% | -14% | -0.1% | 27% | i | -4% | -8%
Cn1ncc(C#N)c1/N=C/N1CCCC1 | -0.5 | 0% | -3% | 0% | 0.1% | 16% | i | 3% | -1%
Cc1ccc(S(=O)(=O)N2CC=C(C(=O)NCc3ccccc3)CC2)cc1 | -2.3 | -9% | 7% | 0% | -1.1% | 1% | i | 14% | 2%
Cc1cc(C)cc(C(=O)OCC(=O)Nc2ncccn2)c1 | -6.9 | -3% | -13% | -2% | 0.5% | 7% | i | 3% | 1%
Cn1cnnc1Sc1ccc(C(=O)OCC(=O)Nc2ccccc2)cc1[N+](=O)[O-] | -2.8 | -2% | -8% | -4% | -0.8% | -2% | i | 2% | -2%
CSc1nc(O)c(N=Nc2ccc(F)cc2F)c(=O)[nH]1 | -0.4 | -11% | -2% | -1% | 0.3% | -55%[inhibitor] | i | -90% | 3%
Cn1cc(C(c2ccccc2)c2ccc(Cl)s2)c2ccccc21 (stereo not drawn) | . | -14% | 10% | . | 0.8% | -8% | . | -21% | ?
COc1ccccc1CN(CC(=O)NCC1CCCO1)C(=O)CNS(=O)(=O)c1ccc(C)cc1 (stereo not drawn) | -0.2 | 10% | 2% | -3% | 0.6% | 26% | i | 17% | 23%
Cc1ccccc1N/N=C/c1ccc(N2CCOCC2)cc1 | -0.1 | 29% | -8% | 1% | 3.1% | -3% | i | -15% | 3%
Cc1ccc(-c2cccc(NC(=O)C3C4C=CC(C4)C3C(=O)O)c2)o1 (stereo not drawn) | -0.5 | 12% | 1% | 1% | -0.6% | 2% | i | 11% | 34%
O=C(NNC(=S)Nc1ccc(Br)cc1)c1cccnc1 | 1.2 | 1% | -3% | -1% | 2.2% | 1% | i | 12% | -2%
COCc1[nH]nc2c1C(c1sccc1C)C(C#N)=C(N)O2 (stereo not drawn) | -0.4 | ? | -7% | 3% | 9.7% | 13% | i | -12% | -7%
Cc1cccc(CCNS(=O)(=O)c2ccc(S(=O)(=O)NC3CCCC3)cc2)c1 | 0.0 | ? | -19% | 1% | -0.7% | -5% | i | -29% | ?
Cc1ccc2nc(SCC(=O)c3c[nH]c4ccccc34)[nH]c2c1 | -0.8 | 13% | 1% | -2% | 4.4% | -11% | i | -39% | ?
O=C1NC(=O)/C(=C/c2cc3c(cc2Br)OCO3)S1 | -0.6 | 1% | 2% | 3% | ? | -29% | i | -8% | 16%
COc1cc2[nH]c3c(OC)ncnc3c2cc1OC | -0.1 | 30% | 0% | -2% | 5.1% | -3% | i | -4% | ?
Cc1cc2oc(C(=O)N(Cc3ccc(N(C)C)cc3)CC3CCCO3)c(C)c2cc1Cl (stereo not drawn) | . | -15% | 0% | . | 3.7% | 12% | . | -2% | 2%
Cc1nc(SCC(=O)NCc2ccc3c(c2)OCO3)c(C#N)c2c1CCCC2 | 0.1 | -16% | 1% | -1% | 0.2% | -9% | i | -22% | 0%

A different layout for some results above:
CCn1c(C(=O)N2CCCC(C(=O)N3CCN(c4ccccc4)CC3)C2)cc2sccc21 (stereo not drawn)
  CCT modulator: .
  Nrf2 inh: -18%
  A549 tox: 3%
  MmCpn inh: .
  Nrf2 activator: 2.7%
  Abeta yeast res: -14%
  Akt phos inh: .
  HepG2 viability: -25%
  TGFb inhibitor: 46%[activator]

CSc1nc(O)c(N=Nc2ccc(F)cc2F)c(=O)[nH]1
  CCT modulator: -0.4
  Nrf2 inh: -11%
  A549 tox: -2%
  MmCpn inh: -1%
  Nrf2 activator: 0.3%
  Abeta yeast res: -55%[inhibitor]
  Akt phos inh: i
  HepG2 viability: -90%
  TGFb inhibitor: 3%

Continuation.
SMILES | CCT modulator | Nrf2 inh | A549 tox | MmCpn inh | Nrf2 activator | Abeta yeast res | Akt phos inh | HepG2 viability | TGFb inhibitor
c1cc(C2CCCCC2)ccc1Oc1nc(N2CCOCC2)nc(N2CCOCC2)n1 | -1.7 | ? | -8% | 1% | 0.2% | 6% | i | -6% | -1%
CC(O)(c1cccc(F)c1)c1nc(-c2cccc(C#N)c2)cs1 (stereo not drawn) | -0.2 | . | . | . | 3.4% | 13% | i | -17% | ?
OC(c1cccs1)c1nccc2ccccc12 (stereo not drawn) | -3.3 | . | -1% | -2% | ? | 13% | i | 6% | -13%
O=[N+]([O-])c1ccc(F)cc1OCc1cccc(S(=O)(=O)N2CCOCC2)c1 | -1.1 | -5% | 0% | 2% | 8.2% | -7% | i | 2% | 6%
COc1ccc(NC(=O)COC(=O)C2CC3C=CC2C3)cc1 (stereo not drawn) | 4.0 | 19% | 2% | -1% | 0.7% | -2% | i | -1% | -8%
O=C(N/N=C/C(Br)=C/c1ccccc1)C1CC1 | 2.4 | ? | -3% | -1% | 20µM* | -18% | i | -16% | -3%
CC(C)CCNC(=O)COC(=O)c1ccc(Br)o1 | 1.4 | 13% | 6% | 1% | 0.0% | 21% | i | -3% | 5%
Cc1cc(NC(=O)Cn2c(=O)c3c(ncn3CCC(C)C)n(Cc3ccccc3)c2=O)no1 | -1.8 | 1% | -13% | 0%&-2% | 0.0% | -8% | . | -15% | -21%
O=C(NCCc1csc(-c2cccc(F)c2)n1)c1cccs1 | . | . | 10% | . | 3.0% | -13% | . | -32% | -6%
CCN(CC(=O)N1CCCC1)S(=O)(=O)c1ccc(OC)cc1 | 1.6 | 5% | -3% | 0% | -0.6% | -3% | i | 7% | -20%
CC1CC(C)CN(C(=O)C(NS(=O)(=O)c2ccc3c(c2)oc(=O)n3C)C(C)C)C1 (stereo not drawn) | -0.4 | 11% | -3% | 0% | -0.2% | 0% | i | 7% | -3%
CCOC(=O)CCCNC(=O)c1cncc(O)c1 | 0.5 | -13% | -5% | -2% | -0.7% | -20% | i | -24% | -2%
